Bim-Bcl-2 = human Bim-Bcl-2 interaction inhibition; inhibition, % at 10 µM; Bead-based flow cytometry, Bim peptide-Bcl-2 binding; 190,000 compounds, 0.06% hits; in the data active means inhibition above about 40%; inconclusive means no clear call, values can overlap the other calls;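 further: 0% = no compound wells with probe peptide and 100% = reference peptide inhibitor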
Target sequence (P10415 whole entry, looked up): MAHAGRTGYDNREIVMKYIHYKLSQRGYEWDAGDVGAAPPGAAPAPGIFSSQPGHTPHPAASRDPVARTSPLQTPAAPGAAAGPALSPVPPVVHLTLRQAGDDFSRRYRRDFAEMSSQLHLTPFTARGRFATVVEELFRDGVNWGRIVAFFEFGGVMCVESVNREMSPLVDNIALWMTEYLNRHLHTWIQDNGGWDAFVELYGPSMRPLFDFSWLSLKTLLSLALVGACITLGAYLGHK
ABCB1 inh = human ABCB1 inhibition, ABCG2 as counter-screen; P08183; CCRF-Adr cells, JC-1 efflux, flow cytometry; inhibition, % at 6.6 µM; 190,000 compounds, 0.067% hits; AID 1326; in the data active means inhibition above about 40%;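 further: 0% = vehicle and 100% = reference inhibitor; higher value means more JC-1 retained so stronger ABCB1 efflux block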
RGS8-Gao reg = regulators of human RGS8-Galphao interaction. response (percent of control binding), % at 10 µM. P09471. 220,000 compounds, 0.34% hits. AID 1423. multiplexed bead flow cytometry, RGS8-Galphao binding; actives lie on both sides; in the data active means response below about 60% or above about 140%; inactive means in between;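 further: Galphao activated as the GDP aluminium fluoride complex binding bead-coupled RGS8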
Target sequence (P09471 whole entry, looked up): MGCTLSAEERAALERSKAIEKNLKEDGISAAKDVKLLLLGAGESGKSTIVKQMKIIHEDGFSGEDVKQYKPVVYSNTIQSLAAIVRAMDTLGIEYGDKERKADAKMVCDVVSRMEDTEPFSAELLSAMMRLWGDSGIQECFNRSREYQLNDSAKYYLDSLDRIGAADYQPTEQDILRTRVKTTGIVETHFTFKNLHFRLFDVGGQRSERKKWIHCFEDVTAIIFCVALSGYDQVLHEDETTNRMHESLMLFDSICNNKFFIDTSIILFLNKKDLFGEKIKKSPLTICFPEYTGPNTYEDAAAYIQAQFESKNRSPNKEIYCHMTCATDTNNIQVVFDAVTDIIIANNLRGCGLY
Bim-Bfl-1 = inhibitors of Bim-Bfl-1 interaction, human; Q16548; Bead-based flow cytometry, Bim-Bfl-1 binding inhibition; inhibition, % at 10 µM; 190,000 compounds, 0.12% hits;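 further: 0% = wells without compound plus tracer and 100% = blocker peptide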
Bim-Bcl-XL = human Bim-Bcl-XL interaction inhibition. Q07817. Bim peptide-Bcl-XL binding, bead flow cytometry, fluorescence. inhibition, % at 10 µM. 190,000 compounds, 0.04% hits
Target sequence (Q07817 whole entry, looked up): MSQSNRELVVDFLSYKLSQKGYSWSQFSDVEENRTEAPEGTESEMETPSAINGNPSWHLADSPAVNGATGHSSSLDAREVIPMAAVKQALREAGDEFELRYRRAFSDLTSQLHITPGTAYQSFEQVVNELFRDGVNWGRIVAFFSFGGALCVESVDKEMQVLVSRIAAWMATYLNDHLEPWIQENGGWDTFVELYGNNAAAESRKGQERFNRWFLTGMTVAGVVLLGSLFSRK
RGS7-Gao = regulators of human RGS7-Galphao interaction; P09471; 220,000 compounds, 0.35% hits; Multiplexed bead flow cytometry, RGS7-Galphao binding; actives lie on both sides; AID 1439; binding response (% of control), % at 10 µM; in the data active means binding response below about 49% or above about 150%; inconclusive means no clear call, values can overlap the other calls; inactive means in between;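 further: fluorescent Galphao held in activated GDP-AlF4 state binding bead-coupled RGS7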
Mcl-1 Bim block = disrupts Bim peptide binding to human Mcl-1; Q07820; Bead-based flow cytometry, Bim peptide-Mcl-1 binding; inhibition, % at 10 µM; 190,000 compounds, 0.1% hits;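 further: 0% = no compound tracer wells and 100% = peptide blocker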
ABCG2 inh = inhibitors of human ABCG2 transporter, ABCB1 counter-screen; IgMXP3 cells, JC-1 efflux, flow cytometry; Q9UNQ0; inhibition, % at 6.6 µM; 190,000 compounds, 0.1% hits;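 active means inhibition above 80%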;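 further: 0% = DMSO and 100% = nicardipine control wells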
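test system = two drug-resistant human cell lines, ABCG2 and ABCB1 | amount = 3 million cells/mL final, two lines in 1:1 ratio | reagent = JC-1 transporter substrate | doses = one concentration, 6.6 µM final | incubation = 10 min at 25 °C | signal = flow cytometric JC-1 green MFI at 530 nm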
RGS4-Gao reg = human RGS4-Galphao interaction regulation | P09471 | Multiplexed bead flow cytometry, RGS4-Galphao binding; actives lie on both sides | binding response (% of control), % at 10 µM | 220,000 compounds, 0.33% hits | AID 1415; in the data active means binding response below about 49% or above about 150%; inactive means in between;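 further: fluorescent Galphao activated with aluminum fluoride binding bead-coupled RGS4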
Bim-Bcl-B = inhibitors of Bim-Bcl-B interaction, human. AID 951. 190,000 compounds, 0.073% hits. bead-based flow cytometry, Bim peptide-Bcl-B binding. inhibition, % at 10 µM. Q9HD36;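 further: 0% = tracer peptide without compound and 100% = reference inhibitor peptide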
Bcl-W Bim block = inhibitors of Bim-Bcl-W interaction, human; Q92843; bead-based flow cytometry, Bim peptide-Bcl-W binding; inhibition, % at 10 µM; 190,000 compounds, 0.02% hits;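 further: 0% = bound tracer without compound and 100% = peptide blocker; higher means less fluorescent Bim peptide bound to Bcl-W beads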
Target sequence (Q92843 whole entry, looked up): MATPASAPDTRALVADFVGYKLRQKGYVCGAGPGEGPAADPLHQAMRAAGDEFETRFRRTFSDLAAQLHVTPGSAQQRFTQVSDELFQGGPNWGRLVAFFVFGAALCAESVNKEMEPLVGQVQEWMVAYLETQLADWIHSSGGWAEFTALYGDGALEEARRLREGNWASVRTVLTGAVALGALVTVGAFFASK
The depositor's hits bear a star; ? = inconclusive; · = no result given. Unless noted, no stated cut-off is given here; in the data, active means inhibition above about 40%.

SMILES	Bim-Bcl-2	ABCB1 inh	RGS8-Gao reg	Bim-Bfl-1	Bim-Bcl-XL	RGS7-Gao	Mcl-1 Bim block	ABCG2 inh	RGS4-Gao reg	Bim-Bcl-B	Bcl-W Bim block
CC(C)C(=O)Nc1ccc(N2CCN(S(C)(=O)=O)CC2)cc1	-8	0.1	101	-6	-8	100	-1	0	104	-6	-2
Cc1ccc(Nc2cc(=O)n(C3CCCCC3)c(=O)[nH]2)cc1C	-3	1.4	103	-9	-2	105	-2	12	107	-8	2
COc1ccc(NC(=O)c2ccccc2NC(=O)CSc2ccc(C)cc2)cc1	-9	0.1	105	-9	-6	106	0	0	99	-2	-4
O=C(COc1ccc2ccccc2c1)NCCNC(=O)COc1ccc2ccccc2c1	-6	0.2	95	-8	2	99	0	6	89	-8	0
O=C(CNC(=O)Cc1ccccc1)NCC(=O)OCC(=O)c1ccc(Cl)cc1	-9	-0.6	115	-5	-6	105	-5	-5	109	0	-8
CC(C)(C)NC(=O)COC(=O)/C=C/c1ccccc1[N+](=O)[O-]	-3	0.0	97	-6	-5	104	3	0	98	-2	-1
CN(C)NC1CC(=O)N(c2ccccc2)C1=O (stereo not drawn)	-7	0.1	101	-5	-5	99	-3	1	99	-4	-5
O=C(CN(Cc1ccco1)C(=O)CNS(=O)(=O)c1ccccc1)NCc1ccc(F)cc1	0	0.5	101	-7	0	101	4	2	98	-1	1
O=C(CSc1ccc(-c2cccs2)nn1)Nc1ccccc1	2	0.2	106	0	0	96	0	1	102	0	1
O=C(Cc1ccc(Br)cc1)Nc1cccc(-c2cn3c(n2)SCC3)c1	-1	-0.4	112	0	-3	104	1	0	105	-2	-4
CN1CCc2c(c3ccccc3n2Cc2ccccc2)C1	-8	-1.5	103	-7	-4	100	0	-3	99	-4	2
O=C(CCCOc1ccccc1)Nc1cccc(C(=O)O)c1	-9	0.5	103	-7	-4	103	0	5	103	-1	1
CNC(=O)Nc1cccc(C(F)(F)F)c1	-9	1.3	102	-20	-6	101	-2	39	101	-11	-1
COc1ccc(/C=N\NS(=O)(=O)c2ccc(Cl)cc2)cc1COc1ccccc1[N+](=O)[O-]	?	-0.7	107	·	·	101	·	-1	103	·	·
COc1ccc(C2=NN(C(=O)CSc3nnc(-c4ccccc4F)o3)C(c3ccco3)C2)cc1 (stereo not drawn)	3	2.4	100	7	13	99	7	23	96	9	12
CCCCc1cc(=O)oc2c(CN3CCCC3)c(O)ccc12	2	-0.3	100	0	1	98	0	7	97	3	1
COc1ccc(/C=N/NC(=O)c2nc(-c3ccccc3)n(-c3ccccc3)n2)c(O)c1	-10	-0.3	98	-8	-4	98	-3	-2	91	-7	-4
COc1ccc(N2C(=O)CC(N3CCC(C(N)=O)CC3)C2=O)cc1 (stereo not drawn)	-2	0.4	100	-1	-4	94	-1	2	93	-2	0
CCCCc1oc2c(c(=O)c1C)C(=O)CC(c1ccccc1)C2 (stereo not drawn)	1	1.1	91	0	0	95	3	9	88	2	2
COc1ccc(/C=N/OCC(=O)Nc2cc(C)on2)cc1OC	-2	-1.8	101	0	-9	100	-7	16	99	-6	-5
Cc1cc(C)nc(/N=C2/NC(=O)CS2)n1	-15	-0.8	110	-13	-11	103	-6	0	104	-17	-6
Cn1c2ccccc2c2cnn(CC(=O)O)c(=O)c21	-1	0.6	99	0	0	98	0	2	97	0	0
COc1ccccc1C(CC(=O)Nc1nccs1)c1ccco1 (stereo not drawn)	-2	0.2	99	-3	-4	99	1	1	99	-7	-2
CCC1=NN(C(=O)Cc2ccc(OC)cc2)C(O)(C(F)(F)F)C1 (stereo not drawn)	0	0.1	99	0	0	102	-1	0	104	-1	2
O=C(NCc1cccnc1)c1cccc(F)c1	0	0.2	103	-1	-3	108	-3	0	102	-1	-1
COc1cc(CNc2ccc3c(c2)CCC3)cc(OC)c1O	0	0.0	96	1	0	98	-2	0	94	0	0
COCCN(CCOC)S(=O)(=O)c1ccc(OC)cc1	-4	0.6	100	-12	-7	103	-3	3	102	-9	-1
N#CCc1c(C#N)c(N)nc(N2CCN(S(=O)(=O)c3ccccc3)CC2)c1C#N	-1	0.0	93	-11	-2	97	2	1	99	-7	3
CCc1[nH]nc(C(=O)N2CCCC(CNS(=O)(=O)c3cccs3)C2)c1C (stereo not drawn)	-1	0.5	105	-4	0	99	0	4	99	-4	0
CCc1nnc(N2C(=N)SCC2=O)s1	2	0.6	98	-4	-3	98	0	3	98	-3	0
CC(C)(C)C(=O)Nc1cc(C(F)(F)F)ccc1N1CCOCC1	4	0.0	104	-4	-4	101	0	6	103	-4	-3
c1ccc(Oc2cccc(OCCn3cncn3)c2)cc1	-12	0.6	97	-14	0	84	-1	4	82	-11	-2
COc1ccc(C(NC(=O)C(C)(C)C)NC(=O)C(C)(C)C)cc1	-4	1.4	103	-18	-7	103	-4	20	103	-9	-6
CC1=NNC(=O)/C1=C\c1cn(-c2ccccc2)nc1-c1cccs1	8	-3.5	92	4	-3	90	-10	-9	92	2	-2
CCCOC(=O)CCCCC1SCC(NC(=O)OC)C1NC(=O)OC (stereo not drawn)	-2	0.0	96	-8	0	94	2	0	92	-3	0
CSc1nncc(-c2ccc(F)cc2)n1	-3	0.0	103	-9	-6	104	3	0	110	-4	2
COc1ccc(NC(=S)Nc2cnc3ccccc3c2)c(OC)c1	-2	-0.4	97	-3	-4	96	-3	1	96	-9	-4
COC(=O)c1c(N)n(CCCN2CCOCC2)c2nc3ccccc3nc12	2	0.7	104	0	0	105	1	1	112	3	3
COC(=O)c1ccccc1NC(=O)N1CCN(c2ccccc2F)CC1	0	1.4	104	3	2	110	-4	3	103	1	1
Cc1cnc(Sc2ncccc2[N+](=O)[O-])nc1	1	-0.1	100	-1	-1	99	-2	-1	98	-4	-1
COC(=O)CC(NS(=O)(=O)c1cccs1)c1ccccc1Cl (stereo not drawn)	-6	0.5	104	-11	1	102	0	2	104	-7	0
COCc1nnc(NC(=O)c2ccc(S(=O)(=O)N(C)C3CCCCC3)cc2)o1	-11	2.7	101	-16	-1	100	1	22	100	-8	0
O=C(Nc1sc2c(c1C(=O)O)CCCC2)c1cccs1	7	0.1	113	4	6	111	4	4	105	3	1
Cc1onc(-c2ccccc2)c1C(=O)NC(C)C1CCCO1 (stereo not drawn)	-1	0.1	98	0	-2	100	-1	0	101	-2	0
O=C1CCCN1CCCNS(=O)(=O)c1ccc(Br)cc1	-2	0.4	102	0	-2	102	1	1	102	-2	1
CCCCn1nc(NC(=O)c2cccs2)c2cc3ccccc3nc21	5	0.9	95	2	4	99	2	2	101	2	2
CC(=O)N1N=C(c2ccco2)CC1c1ccc(C)cc1 (stereo not drawn)	-7	0.8	96	-11	-6	96	-5	5	97	-11	-7
CC(=O)c1ccc(N2CCN(C(=O)c3cc4c(s3)CCCC4)CC2)cc1	-2	2.1	99	-3	0	?	-1	26	97	-4	1
COC(=O)C1=CN(C)C=C(C(=O)OC)C1c1ccsc1	-4	0.6	104	-1	-2	105	-4	3	102	-2	-2
OC1C2CN3CCN(C2)CC1(Cc1ccccc1)C3 (stereo not drawn)	13	0.0	99	-4	-10	101	-8	1	100	-5	-2
CCc1nnc2n1N=C(c1ccc(-c3cc(Cl)ccc3Cl)o1)CS2	0	0.1	101	-7	-2	103	5	1	103	0	1
COC(=O)C(NC(=O)c1ccccc1C)(Nc1ncc(S(=O)(=O)c2ccc([N+](=O)[O-])cc2)s1)C(F)(F)F (stereo not drawn)	0	1.3	98	1	1	97	2	1	97	4	2
CC(OC(=O)Cc1n[nH]c(=O)c2ccccc12)C(=O)Nc1cccc([N+](=O)[O-])c1 (stereo not drawn)	-4	2.0	98	-6	-3	?	0	51	97	-6	-4
Cc1ccccc1Cn1cc(NC(=O)c2noc3c2CC(C(C)(C)C)CC3)cn1 (stereo not drawn)	-10	0.1	98	-21	-10	94	-5	41	95	-10	-2
CC(Oc1ccccc1)c1ccnn1S(C)(=O)=O (stereo not drawn)	-12	1.8	97	-22	-8	96	-3	3	97	-8	-1
CCOC(=O)COc1ccc2cc(C(=O)OCC)c(=O)oc2c1	-2	0.1	102	0	-3	101	1	1	101	0	0
CCOc1ccccc1C(=O)N1CCC(C(=O)c2ccc(F)cc2)CC1	-14	1.5	97	-16	-17	94	-16	2	95	-21	-17
COc1ccc(CCNC(=O)c2nnn(-c3cc(C)cc(C)c3)c2N)cc1OC	-2	2.0	97	0	0	94	-4	10	94	-3	0
COC(=O)C1C(=O)CC(C)(O)C(C(=O)OC)C1c1ccccc1F (stereo not drawn)	-10	0.1	99	-11	-6	102	-1	1	100	-8	1
CCOC(=O)C1CCN(C(=O)CN(c2ccc3c(c2)OCCO3)S(C)(=O)=O)CC1	0	0.2	102	-2	0	110	0	1	101	1	0

The list continues.
SMILES	Bim-Bcl-2	ABCB1 inh	RGS8-Gao reg	Bim-Bfl-1	Bim-Bcl-XL	RGS7-Gao	Mcl-1 Bim block	ABCG2 inh	RGS4-Gao reg	Bim-Bcl-B	Bcl-W Bim block
COc1ccc(NC(=O)c2cc(OC)c(OC)c(OC)c2)cn1	0	0.1	100	0	0	94	0	4	94	0	0
Clc1ccc(-c2csc(N3CCOCC3)n2)cc1	0	0.5	92	7	-1	87	0	9	90	-3	0
CC1SC(c2ccc(Cl)cc2Cl)NC1=O (stereo not drawn)	-6	-0.3	98	-4	-10	98	-4	-1	98	-4	-8
COc1cc2cc(C#N)c(SCC(=O)N3CCOCC3)nc2cc1OC	5	0.3	104	4	0	101	3	0	101	-1	4
C=CCn1nnnc1SCC(=O)Nc1ccccc1C(=O)OC	-10	0.5	100	-16	-8	105	-8	2	100	-12	-1
CC(=O)c1cc(C#N)c(SCC(=O)O)nc1C	-10	0.6	98	-11	1	100	-1	3	97	-8	3
CC1=NNC(=O)C1CC(=O)N/N=C(/C)c1cccc([N+](=O)[O-])c1 (stereo not drawn)	-4	-0.2	101	-4	0	95	-8	4	99	-3	0
O=c1c2cc3c(=O)n(-c4ccccc4O)c(=O)c3cc2c(=O)n1-c1ccccc1O	2	0.3	101	-1	-1	99	1	1	100	3	3

6 compounds drawn at random from the list so far, as already listed:
SMILES	Bim-Bcl-2	ABCB1 inh	RGS8-Gao reg	Bim-Bfl-1	Bim-Bcl-XL	RGS7-Gao	Mcl-1 Bim block	ABCG2 inh	RGS4-Gao reg	Bim-Bcl-B	Bcl-W Bim block
CC1SC(c2ccc(Cl)cc2Cl)NC1=O (stereo not drawn)	-6	-0.3	98	-4	-10	98	-4	-1	98	-4	-8
COc1cc2cc(C#N)c(SCC(=O)N3CCOCC3)nc2cc1OC	5	0.3	104	4	0	101	3	0	101	-1	4
COc1ccc(NC(=O)c2cc(OC)c(OC)c(OC)c2)cn1	0	0.1	100	0	0	94	0	4	94	0	0
Clc1ccc(-c2csc(N3CCOCC3)n2)cc1	0	0.5	92	7	-1	87	0	9	90	-3	0
CC(=O)c1cc(C#N)c(SCC(=O)O)nc1C	-10	0.6	98	-11	1	100	-1	3	97	-8	3
C=CCn1nnnc1SCC(=O)Nc1ccccc1C(=O)OC	-10	0.5	100	-16	-8	105	-8	2	100	-12	-1

Screening results (PubChem BioAssay)
